DRD3 antagonist: antagonists of human D3 dopamine receptor. P35462. max response, negative = inhibition, %. D3R cells, DiscoveRx beta-arrestin luminescence, antagonist mode; active compounds read low. 360,000 tested, 2.5% active; in the data active = max response below about -50%; inconclusive = no clear call, values can overlap the other calls; note: % is set by controls: 0 for no effect and ±100 for the full control effect; mostly tested at two doses, the higher about 12 µM
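Cells expressing the human receptor were seeded at 1500 cells/well, incubated overnight at 37 degrees C in 5% CO2, then exposed to library compounds with dopamine controls for 90 minutes at 37 degrees C before luminescent detection.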
Abeta yeast res: compounds reversing amyloid beta toxicity in yeast; yeast expressing A-beta42, growth rescue, OD600, 48 h; response scale: 0% DMSO, 100% iron-clioquinol control; Potency, µM (highest dose often 46.1 µM), for inactives: top-dose growth rescue, usual class: activators; AID 1347071; 410,000 tested, 0.063% active; note: potency is the fitted concentration of half-maximal effect; nearly all actives have a fitted effect of over 55% in size
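Yeast A-beta toxicity model in growth medium with pinned compounds, 48 h at 30 C; growth read as absorbance at 600 nm. Normalized to FeCl3/clioquinol equimolar mix (positive) and DMSO (negative).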
GLP-1R agonist: agonists of human GLP-1 receptor | HEK293 GLP-1R CRE-luciferase, luminescence, 4-6 h; cells express a hypersensitive GLP-1R form | AID 624172 | 380,000 tested, 0.007% active | P43220 | Potency, µM (titrated, usually from 45.6 µM), for the others: top-dose activation, usual class: activators; note: potency is the fitted concentration of half-maximal effect; % of control where 0% means no effect
Target sequence (P43220 whole entry, looked up): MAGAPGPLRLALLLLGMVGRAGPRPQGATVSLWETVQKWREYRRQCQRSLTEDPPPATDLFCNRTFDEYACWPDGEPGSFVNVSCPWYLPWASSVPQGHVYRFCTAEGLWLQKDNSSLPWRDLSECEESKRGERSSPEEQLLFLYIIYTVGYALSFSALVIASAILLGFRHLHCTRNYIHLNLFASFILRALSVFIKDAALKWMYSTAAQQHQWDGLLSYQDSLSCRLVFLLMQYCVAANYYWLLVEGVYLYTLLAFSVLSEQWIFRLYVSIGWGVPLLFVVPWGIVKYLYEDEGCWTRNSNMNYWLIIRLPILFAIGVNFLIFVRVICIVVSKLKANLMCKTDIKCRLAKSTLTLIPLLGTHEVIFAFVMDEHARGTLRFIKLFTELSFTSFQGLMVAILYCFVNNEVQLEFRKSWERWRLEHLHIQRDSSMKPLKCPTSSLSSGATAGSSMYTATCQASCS
aSyn rescue: alpha-synuclein toxicity inhibition in yeast | Yeast expressing alpha-synuclein, growth rescue, BacTiter-Glo, 24 h | Potency, µM (top dose mostly 46.1 µM), for inactives: top-dose growth rescue (activation), actives largely listed as activators | 370,000 tested, 0.14% active | AID 652106; note: potency is the fitted concentration of half-maximal effect; % of control where 0% means no effect; nearly all actives have a fitted effect of over 65% in size
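Readout is rescue of growth in alpha-synuclein-expressing yeast, so inhibitors of toxicity appear as activators. Growth after 24 hr at 30 deg C in galactose medium is quantified by luminescence.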
TDP43 rescue: rescues yeast growth from TDP-43 toxicity | TDP-43 expressing yeast growth rescue, BacTiter-Glo, 24 h | Potency, µM (doses to about 46.1 µM), without a hit: at the top dose growth rescue (activation), actives largely listed as activators | 410,000 tested, 1.8% active; note: potency is the fitted concentration of half-maximal effect; % of control where 0% means no effect; nearly all actives have a fitted effect of over 50% in size
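Galactose-induced TDP-43 yeast, OD600=0.02, compound pinned; 24 hr, 30 deg C; BacTiter-Glo luminescence for growth. Inhibitors of TDP-43 toxicity read as activators.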
Akt phos inh: blocks phosphorylation of Akt; Neuro2A IGF-stimulated pAkt S473 HTRF, 20 min; active compounds read low; activity change, % for hits at 50 µM; 360,000 tested, 0.32% active; AID 651550; in the data active = activity change below about -80%; inconclusive = mostly about -51% to -80%; note: % is set by controls: 0 for no effect and ±100 for the full control effect
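Single-point screen (50 µM final compound) in Neuro2A cells stimulated 20 min with 6 nM IGF at 37 deg C. After lysis, Ser473-phosphorylated Akt read by HTRF (ex 330 nm, em 615/665 nm) as the 665/615 ratio.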
GLP-1R inv ag: GLP-1 receptor (human) inverse agonism. HEK293 GLP-1R CRE-luciferase, luminescence, 24 h; GLP-1R form is constitutively active. Potency, µM (doses to about 38.3 µM), without a hit: at the top dose activity change, negative = inhibition, hits mostly inhibitors. 410,000 tested, 1.6% active. AID 624417; note: potency is the fitted concentration of half-maximal effect; % is set by controls: 0 for no effect and ±100 for the full control effect; nearly all actives have a fitted effect of over 55% in size
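Inverse agonism was detected as reduced cAMP-driven luciferase luminescence after 24 h compound treatment. The cells were HEK293 clones expressing constitutively active human GLP-1R with the reporter. Reporter-only and GPR119 cell lines served as counterscreen controls.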
PTHR1 ag: activates the human parathyroid hormone receptor PTHR1; Q03431; HEK293 GP2 PTHR1 cells, GloSensor cAMP luminescence, 1 h; Potency, µM (titrated, usually from 115 µM), without a hit: at the top dose activation, hits mostly activators; 410,000 tested, 0.075% active; note: potency is the fitted concentration of half-maximal effect; nearly all actives have a fitted effect of over 55% in size; some results filed as inactive show a strong effect at the top dose; inactives centre near -15; many of its hits are not listed in these tables
Target sequence (Q03431 whole entry, looked up): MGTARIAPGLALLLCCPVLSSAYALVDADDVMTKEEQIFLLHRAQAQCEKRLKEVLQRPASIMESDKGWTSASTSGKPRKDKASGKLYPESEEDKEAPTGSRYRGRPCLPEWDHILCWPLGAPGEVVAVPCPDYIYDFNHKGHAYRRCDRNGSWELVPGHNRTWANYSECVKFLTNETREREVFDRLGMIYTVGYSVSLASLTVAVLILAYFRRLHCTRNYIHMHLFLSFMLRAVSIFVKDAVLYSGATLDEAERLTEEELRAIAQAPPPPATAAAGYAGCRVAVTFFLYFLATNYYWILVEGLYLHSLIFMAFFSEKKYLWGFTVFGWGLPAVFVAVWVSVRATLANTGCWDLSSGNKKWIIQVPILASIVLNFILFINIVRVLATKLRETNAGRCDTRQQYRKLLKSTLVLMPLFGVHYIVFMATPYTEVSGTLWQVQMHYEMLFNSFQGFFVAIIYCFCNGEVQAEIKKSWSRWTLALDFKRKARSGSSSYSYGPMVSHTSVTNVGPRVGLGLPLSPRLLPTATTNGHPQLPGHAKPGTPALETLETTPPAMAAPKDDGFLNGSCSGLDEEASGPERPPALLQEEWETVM
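HEK-293-derived GP2 cells expressing PTHR1 and a GloSensor cAMP reporter, 3,000/well, plated overnight, given luciferin plus IBMX (each 0.5 mM as added) for 1 h at 37 °C, then compound for 1 h at 37 °C. Luminescence was read after 15 min at room temperature.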
FUS suppressor: FUS proteinopathy suppression in yeast; S. cerevisiae FUS-expressing, growth rescue, OD600, 24 h; Potency, µM (titrated, usually from 76.6 µM), inactives show at the highest dose growth rescue (activation), actives largely listed as activators; 390,000 tested, 0.24% active; AID 1347120;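 note: potency is the fitted concentration of half-maximal effect; plate controls were DMSO vehicle for no effect and reference control for full effect; nearly all actives have a fitted effect of over 55% in size; some results filed as inactive show a strong effect at the top dose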
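Cultures pregrown in 2.5% raffinose medium are shifted to minimal medium containing 2% galactose to express toxic FUS. Compounds are tested at several concentrations. After 24hr at 30C, growth is quantified at 600 nm absorbance.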
* = called active by the depositor; i = inactive; ? = inconclusive; · = no result given; & = joins results of further samples; [ ] = remark or other dose. Unless noted, calls come from the whole dose curve; as a rule, active = well fitted curve in the direction sought with a large enough effect; inconclusive = small, poorly fitted or top-dose-only effect, or another doubt; inactive = no such curve, though single readings can be large; an effect the other way counts as inactive or inconclusive. These rows are one share of the data; rates above refer to the full screens.

SMILES | DRD3 antagonist | Abeta yeast res | GLP-1R agonist | aSyn rescue | TDP43 rescue | Akt phos inh | GLP-1R inv ag | PTHR1 ag | FUS suppressor
CC(C)(CO)NCc1ccc(Br)cc1 | 1 | -18% | 5% | -7% | 21% | i | -10% | i | 7%
CCOc1ccc(CN2C(=O)c3ccccc3Sc3ccc(C(=O)O)cc32)cc1 | · | -9% | · | · | 14% | · | ? | i | 38%
CC(=O)NS(=O)(=O)c1ccc(NC(=S)NC(=O)CC(C)C)cc1 | 4 | -2% | -1% | 0% | 12%[9.22 µM] | i | -15%[7.66 µM] | i | 12%
Cc1ccc(N=Nc2c(N)nn3c(N)c(C#N)c(C)nc23)cc1 | 0 | -4% | -3% | -2% | 21% | i | -20% | -2% | -27%
C=C(C)CNC(=S)NNC(=O)c1ccncc1 | 0 | -17% | 13% | -6% | -4% | i | 6% | i | -26%
CC1Cc2[nH]c(=S)[nH]c(=O)c2C(c2ccc(C(C)C)cc2)O1 (configuration not stated) | ? | -13% | 21% | 9% | 7% | i | 12% | -13% | -3%
CC(=O)c1cc(-c2ccc(F)cc2)n(CC(=O)Nc2cc(C)cc(C)c2)c1C | · | 4% | · | · | 15% | · | -3% | i | 3%
COc1ccc(NC(=O)CCCC(=O)c2ccccc2)c(OC)c1 | 14 | -5% | 5% | 13% | 18% | i | -7% | -5% | -14%
COc1cc(S(=O)(=O)N2CCCN(C)CC2)ccc1NC(C)=O | 0 | 0% | -1% | -3% | -24% | i | 14% | -19% | 1%
O=C(CSc1nc2[nH]ncc2c(=O)[nH]1)NCc1ccccc1Cl | 11 | 2% | -1% | -3% | 20% | i | 9% | i | ·
Cc1noc(C)c1S(=O)(=O)N1CCC(C(=O)N(C)Cc2ccccc2)CC1 | -6 | 1% | -4% | -6% | -11% | i | 9% | -5%[57.5 µM] | 17%
Cn1cnnc1-c1cccc(NS(=O)(=O)c2ccc(N3CCCC3=O)cc2)c1 | ? | -8% | -4% | -1% | -15% | i | -1% | i | -7%
COc1ccc(N2c3ccccc3CN(Cc3ccccc3)[C@@H](C)[C@H]2Cc2cccnc2)cc1 | 62 | 0% | 0% | 30% | ? | i | ? | i | 10%
Brc1ccc(CN2CCSCC2)cc1 | -28 | -1% | 0% | 1% | -16% | i | 0% | ? | 6%
CN(C)CCCNC(=S)Nc1ccc(Oc2ccccc2)cc1 | -6 | -11% | 0% | 1% | 4% | i | ? | -14% | 1%
COC(=O)c1nn(-c2cccc(Cl)c2)ccc1=O | -3 | 7% | 12% | -3% | 0% | i | 11% | 29% | -4%
Cc1ccc(OCC(=O)NNC(=O)Nc2ccc(Cl)cc2)c(Br)c1 | -8 | 0% | 5% | -4% | -5% | i | 5% | i | 11%
Cc1ccc(C(=O)N2CC(=O)Nc3ccc(F)cc3C2c2ccc(F)cc2)cc1[N+](=O)[O-] (configuration not stated) | -18 | 16% | 0% | 12% | -19% | i | ? | -9% | ·
O=C(CSc1nnc2c(n1)[nH]c1ccc(F)cc12)NC1CC1 | -3 | 4% | 7% | 2% | -12% | i | 4% | -7% | 15%
Cc1ccc(NC(=O)COC(=O)CCOc2ccccc2C)cc1 | 20 | 23% | 12% | -7% | -8%[1.82 µM] | i | -14% | i | 11%
CC(=O)c1ccc(S(=O)(=O)N2CCN(c3nc(-c4cccnc4)nc4ccccc34)CC2)cc1 | 4 | 7% | 23% | 17% | 18% | i | 1% | -16% | 37%
CC(NC(=O)c1c2c(nc3ccccc13)C(=O)N(C1CCCCC1)C2)c1ccccc1 (configuration not stated) | · | -23% | · | · | 4% | · | ? | -6% | 34%
Cc1cc(C(=O)NCc2ccc(S(N)(=O)=O)cc2)ccc1[N+](=O)[O-] | -10 | -1% | 5% | -8% | 11% | i | 4% | i | ·
CNC(=S)NNc1nc(N2CCOCC2)nc(N2CCOCC2)n1 | 12 | 4% | 13% | -11% | -4% | i | -4% | -11% | -2%
COc1ccc(OC)c(-c2cc(C(=O)NCc3cccs3)no2)c1 | -96* | -19% | 30% | -1% | -8% | i | 0% | -7% | ?
Additional records follow.
SMILES | DRD3 antagonist | Abeta yeast res | GLP-1R agonist | aSyn rescue | TDP43 rescue | Akt phos inh | GLP-1R inv ag | PTHR1 ag | FUS suppressor
Cc1c(CC(=O)O)c(=O)oc2cc3occ(-c4ccccc4)c3cc12 | 1 | 5% | 4% | 4% | 15% | i | 1% | i | 10%
CCOC(=O)CCCSc1nc(-c2ccc3c(c2)OCO3)cc(C(F)(F)F)c1C#N | 13 | -2% | -3% | -4% | 14% | i | 87%[activator] | i | ·
N#CC1=C2N=C(N)c3ccccc3N2C2=C(C(=O)CCC2)C1c1cccc(Cl)c1 (configuration not stated) | -1 | 5% | -2% | -1% | ? | i | ? | -42% | 30%
CCN(CC(=O)NCc1ccc(Cl)cc1)C(=O)c1cccc(S(=O)(=O)Nc2ccc(OC)cc2)c1 | 1 | 2% | -8% | 4% | 20% | i | ? | -30%[inhibitor] | -1%
CC(CC(=O)c1ccccc1)=NCC(O)CN=C(C)CC(=O)c1ccccc1 (configuration not stated) | 25 | 15% | 4% | 2% | 0% | i | ? | -13% | -22%
COc1ccc([N+](=O)[O-])cc1NC(=O)Cc1c(Cl)cccc1Cl | -5 | -12% | 10% | -2% | 0% | i | 2% | -7% | 21%
CCN(CC(=O)NC(C)C)C(=O)[C@@H](NC(=O)c1ccco1)C(C)C | 0 | -8% | 0% | -5% | -14%[9.22 µM] | i | -5% | 24% | 6%
Cc1occc1C(=O)N/N=C/c1ccc(OCc2ccccc2)cc1 | -14 | 21% | 16% | -17% | ? | i | ? | -12% | -14%
COc1ccccc1/C=C/C(=O)c1cc(Br)ccc1OC(=O)c1ccco1 | -56* | -4% | -13% | -5% | 27% | i | 5µM* | -20%[57.5 µM] | 5%
CCc1ccccc1NS(=O)(=O)c1ccc2[nH]cc(C(=O)N3CCCCC3)c(=O)c2c1 | · | -8% | · | · | -3% | · | -9% | i | 8%
O=C(Cc1cccc(NC(=O)C2CCN(C(=O)c3ccccc3)CC2)c1)Nc1cccc(C(=O)N2CCOCC2)c1 | 17 | 5% | 3% | 1% | 27% | i | 18% | i | 7%
Cc1cc(C(=O)N/N=C/c2cc([N+](=O)[O-])ccc2O)c2ccccc2n1 | -65* | -10% | 2% | -10% | 6% | i | ? | -60%[inhibitor] | ·
Cc1ccccc1C(=O)NC(C)C1CC2CCC1C2 (configuration not stated) | 2 | -11% | 8% | 0% | 15% | i | -28% | -1% | -8%
CC(NC(=O)Cn1cnnn1)C12CC3CC(CC(C3)C1)C2 (configuration not stated) | 4 | -10% | 2% | 8% | 3% | i | -9% | i | 3%
Cc1ccc2cc(CN(CCN3CCCC3)C(=O)Nc3ccccc3)c(=O)[nH]c2c1C | -67* | 14% | 9% | 4% | 22% | i | ? | i | 34%
CCN1CCN(C(=O)c2cnn3c(C(F)F)cc(-c4ccc(C)cc4)nc23)CC1 | -56* | 16% | 9% | · | -6% | · | ? | -24% | -6%
COC(=O)[C@@]12C[C@@H](CC(=O)NCCCN3CCCC3=O)C(=O)N(Cc3ccc4c(c3)OCO4)C1=CCC(C)(C)C2 | 10 | 1% | · | -3% | 27% | i | -3% | -8% | ?
CCOCCCn1c(=N)c(S(=O)(=O)c2ccc(C)cc2)cc2c(=O)n3cccc(C)c3nc21 | · | -14% | 7% | -9% | 6% | · | 3% | i | -11%
CC1(C(=O)NCCOc2ccccc2Cl)CC1(Cl)Cl (configuration not stated) | -7 | 15% | 0% | 8% | ? | i | ? | -2% | -22%
CCC(=O)N1N=C(c2ccc(NS(=O)(=O)c3ccccc3)cc2)CC1c1ccco1 (configuration not stated) | -15 | -5% | -6% | -10% | 0% | i | 9% | -14% | 7%
CC(Sc1nnc(C2CC2)n1C1CC1)C(=O)c1ccc(F)cc1 (configuration not stated) | 5 | 10% | 5% | -5% | 25% | i | 1% | -13% | -10%
CC1(C)NC(=O)N(CC(O)COc2ccc(-c3ccc(C#N)cc3)cc2)C1=O (configuration not stated) | 16 | -7% | 0% | -10% | 4% | i | -22% | -73%[inhibitor][57.5 µM] | 22%
O=C(NC1CCSc2ccccc21)c1cccc([N+](=O)[O-])c1 (configuration not stated) | -17 | 21% | 4% | 0% | 13µM* | i | ? | -41%[inhibitor] | -12%
CCOc1ccc(-n2c(SCC(=O)Nc3cc(C)on3)nc3c([nH]c4ccccc43)c2=O)cc1 | -7 | -19%&-7% | -7%&10% | 0%&-8% | 10%&20% | i | 5%&5% | -8% | 4%&-4%
O=C(CNC(=O)c1ccc(OC(F)F)cc1)NCc1ccccn1 | -23 | 2% | -10% | -7% | 8% | i | -5% | -12% | -3%
CCOC(=O)C(NC(=O)c1ccccc1OCC)(Nc1ncccn1)C(F)(F)F (configuration not stated) | -18 | 12% | 7% | 3% | 4% | i | ? | -4% | -30%
CCOc1ccccc1CNC(=O)c1ccc2c(c1)nc1n2CCC(C)C1 (configuration not stated) | · | -13% | · | · | -4% | · | 8% | ? | -2%

From PubChem
